# Screening data: PubChem BioAssay, National Center for Advancing Translational Sciences (NCATS)
# D1 antag = blocks dopamine activation of the human D1 receptor; activity change, negative = inhibition, % at 10 µM; HEK293 TREx D1 cells, calcium flux, dopamine EC80; hits give low values; P21728; hit rate 3.2% among 360,000; in the data active = activity change below about -30%; also: % is scaled to controls: 0 for no effect and ±100 for the full control effect
#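 After overnight tetracycline induction at 30 C, force-coupled D1 HEK293 cells took up a no-wash calcium dye at room temperature. Compounds were added and monitored 180 s, and the response to EC80 dopamine was then recorded.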
# D2 potentiator = positive allosteric modulators of human D2 dopamine receptor | P14416 | HEK293 T-REx D2, calcium flux, EC20 dopamine potentiation | potentiation, % at 10 µM | hit rate 0.34% among 340,000 | AID 485347;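 active = potentiation over 3 SD above the plate norm, cut at about 30% in these data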; also: 0% is about no effect
#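 Tetracycline-induced Hek293 Trex D2 cells, force-coupled to calcium, loaded with no-wash calcium dye. Compound added with 180 s kinetic read for agonism, then EC20 dopamine and a further 180 s read for potentiation.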
# RXFP1 antagonist = blocks the human relaxin receptor RXFP1; HEK293-RXFP1, relaxin-stimulated cAMP HTRF, 30 min; hits give low values; activity change, negative = inhibition, % at 57.5 µM; hit rate 0.59% among 350,000; Q9HBX9;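 active = activity change of -60% or lower, but not beyond a set lower limit; inconclusive = change between -60% and -40%, or beyond the set limit; inactive = change above -40%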; also: % is scaled to controls: 0 for no effect and ±100 for the full control effect
# Target sequence (Q9HBX9 whole entry, looked up): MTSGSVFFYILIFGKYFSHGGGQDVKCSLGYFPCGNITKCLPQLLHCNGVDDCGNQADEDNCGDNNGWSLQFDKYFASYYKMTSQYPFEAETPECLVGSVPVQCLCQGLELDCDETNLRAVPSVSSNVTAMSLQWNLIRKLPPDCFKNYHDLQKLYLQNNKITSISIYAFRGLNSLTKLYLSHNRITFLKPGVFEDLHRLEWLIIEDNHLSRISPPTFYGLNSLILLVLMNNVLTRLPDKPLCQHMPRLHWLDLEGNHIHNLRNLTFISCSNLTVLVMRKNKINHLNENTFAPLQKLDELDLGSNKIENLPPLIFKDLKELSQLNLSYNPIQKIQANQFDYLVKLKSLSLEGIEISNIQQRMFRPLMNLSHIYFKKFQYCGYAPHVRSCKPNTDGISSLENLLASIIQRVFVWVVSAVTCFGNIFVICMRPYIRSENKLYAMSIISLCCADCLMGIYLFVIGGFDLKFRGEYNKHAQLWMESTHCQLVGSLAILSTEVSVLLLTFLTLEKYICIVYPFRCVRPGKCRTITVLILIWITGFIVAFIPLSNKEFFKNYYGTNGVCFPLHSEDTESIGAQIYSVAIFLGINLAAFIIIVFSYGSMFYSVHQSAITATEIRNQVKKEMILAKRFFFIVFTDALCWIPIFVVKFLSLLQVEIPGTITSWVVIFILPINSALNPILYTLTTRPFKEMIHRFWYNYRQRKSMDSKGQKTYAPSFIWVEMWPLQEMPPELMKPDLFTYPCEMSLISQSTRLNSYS
# D2 antagonist = antagonists of human D2 dopamine receptor | HEK293 TREx D2 cells, calcium flux, dopamine EC80 | inhibition, % at 10 µM | hit rate 2% among 340,000; in the data active = inhibition above about 30%; also: 0% is about no effect
#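 Measurement of antagonist activity uses fluorescent calcium dye in inducible HEK293 T-REx D2 cells: 10 s baseline, compound addition with 180 s read, EC80 dopamine addition with a further 180 s read.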
# D1 agonist = agonists of human D1 dopamine receptor; P21728; HEK293 T-REx D1 cells, calcium flux, agonist mode; activation, % at 2 µM; hit rate 1% among 360,000; AID 504660; also: 0% is about no effect
#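 Tetracycline-induced HEK293 TREx D1 cells, force-coupled to calcium signalling, were dye-loaded with a no-wash calcium kit. Compound was pin-added after a 10 s baseline. Fluorescence was read kinetically at 1 cycle/s for 180 s, with calcium rises flagged as agonism.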
# TRHR agonist = activates the human TRH receptor; hit rate 0.18% among 360,000; activation, % at 2 µM; P34981; TRHR cells, calcium flux fluo-8, FDSS agonist mode; also: 0% is about no effect
#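 In this calcium-flux screen, cells bearing human TRHR are dye-loaded with fluo-8, baselined for 10 cycles, then exposed to library compounds; positive kinetic calcium responses during the agonist phase mark hits, with TRH as control.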
# TRHR PAM = allosteric enhancers of human TRH receptor; AID 493056; enhancement, % at 2 µM; P34981; hit rate 0.66% among 360,000; TRHR cells, fluo-8 calcium fluorescence, EC20 TRH enhancement; in the data active = enhancement above about 30%; also: 0% is about no effect
#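 Enhancer read-out: after compound pinning and an initial kinetic agonist-mode read, an EC20 of TRH (10 nM final) was injected and fluo-8 calcium signal (Ex 480/Em 530) followed at 1 s/cycle for 100 cycles in TRHR-expressing cells.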
# D1 PAM = human D1 dopamine receptor positive modulation | P21728 | HEK293 TREx D1 cells, calcium flux, dopamine EC20 potentiation | potentiation, % at 10 µM | hit rate 0.036% among 360,000 | AID 504651; in the data active = potentiation above about 30%; also: 0% is about no effect
# D2 ag = activates the human D2 dopamine receptor; P14416; HEK293 T-REx D2 cells, calcium flux agonist mode; activation, % at 2 µM; hit rate 0.53% among 340,000; AID 485358;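 active = activation over 3 SD above normal in the single-dose calcium agonist read, cut at about 30% in these data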; also: 0% is about no effect
#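 Agonism scored from kinetic calcium signal (1 read/sec, 180 s) following compound pin transfer, after a 10 s baseline. Cells: HEK293 Trex line expressing inducible D2 receptor coupled to calcium, dye-loaded after overnight culture at 30 C.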
# Starred values were filed as active, the others as inactive; u = inconclusive; x = not tested or not shown; & = joins results of further samples. Rule as the data show it, unless noted: active = activation above about 30%; inactive = the rest. This is a subset (hit frequency here may not be typical).
# The opening 2 entries (preview)
SMILES,D1 antag,D2 potentiator,RXFP1 antagonist,D2 antagonist,D1 agonist,TRHR agonist,TRHR PAM,D1 PAM,D2 ag
CCOC(=O)CSCCOc1ccc(C=C2C(=O)NC(=O)NC2=O)cc1OC,-1,-10,0,5,5,0.5,-2,-8,8.9
CC/C(=N\NC(=O)Nc1ccccc1)c1c(O)n(Cc2ccccc2)c(=O)[nH]c1=O,4,8,-2,2,2,-0.4,0,6,0.1

# All compounds of this part, from the first entry:
SMILES,D1 antag,D2 potentiator,RXFP1 antagonist,D2 antagonist,D1 agonist,TRHR agonist,TRHR PAM,D1 PAM,D2 ag
CCOC(=O)CSCCOc1ccc(C=C2C(=O)NC(=O)NC2=O)cc1OC,-1,-10,0,5,5,0.5,-2,-8,8.9
CC/C(=N\NC(=O)Nc1ccccc1)c1c(O)n(Cc2ccccc2)c(=O)[nH]c1=O,4,8,-2,2,2,-0.4,0,6,0.1
O=C(O)COc1ccccc1/C=C1\C(=O)NC(=O)N(CCC2=CCCCC2)C1=O,-5,7,-22,-11,7,2.0,-3,-5,0.7
CC(=NCCN1CCCCC1)c1c(O)n(-c2ccccc2)c(=O)[nH]c1=O,-4,4,-5,7,10,-0.4,-8,3,-1.0
Cc1nn(Cc2ccccc2)c(Cl)c1C(=O)Nc1ccc(OC(F)(F)F)cc1,-10,-14,-11,-2,10,0.9,0,-3,-0.3
COc1ccc(CCNCc2ccc(C)s2)cc1OC,3,-5,-6,19,3,0.0,-7,7,0.7
O=C(COC(=O)Cc1ccccc1)NC(=O)NC1CCCCC1,-14,-7,-19,-7,4,-0.3,13,1,-1.2
N=Cc1c(O)n(-c2ccccc2)c(=O)n(-c2ccccc2)c1=O,18,24,-4,-9,2,0.7,3,-2,1.1
COc1ccc(C(=O)C2CN(C)CC2c2ccc(Cl)cc2)cc1 (stereo unspecified),3,-24,-6,1,8,1.5,5,-3,1.7
CN1CCN(C(=O)Cc2nc3ccccc3[nH]2)CC1,-4,-1,10,4,3,1.7,19,-3,0.4
N#CCP(=S)(c1ccccc1)c1ccccc1,9,-3,0,2,4,0.0,-2,-5,-1.7
C[N+]1([O-])[C@@H]2CC(OC(=O)[C@H](CO)c3ccccc3)C[C@H]1[C@@H]1O[C@@H]12 (stereo partly specified),-8,12,x,2,-2,0.7,2,-3,-1.8
c1ccc2nc(N3CCNCC3)ccc2c1,-13,-11,19,-16,11,2.0,-4,-4,-0.8
Clc1ccc(C(Cl)(Cl)Cl)c(Cl)c1,x,6,x,-7,2,-0.4,8,-4,-0.5
Cc1ccc(N2C(=O)NC(=O)/C(=C\c3cnc(-c4ccccc4)nc3)C2=O)cc1,-9,9,5,x,1,-1.4,-5,0,x
O=C(NC12CC3CC(CC(C3)C1)C2)OC1CN2CCC1CC2 (stereo unspecified),-3,-1,-6,-9,5,2.2,2,-3,1.2
COc1ccc(C2=NCc3nnc(C)n3-c3ccc(Cl)cc32)cc1Cl,-17,6,-4,-14,1,1.0,0,-2,1.3
C[C@@H]1C[C@H]2OC(=O)C3(CO3)[C@H]2[C@H](O)[C@]2(C)C(=O)C3OC3[C@@H]12 (stereo partly specified),-20,15,x,41*,2,-0.1,4,2,0.0
CN1CCN(c2nc3ccccn3c(=O)c2C=C2C(=O)N(C)C(=O)N(C)C2=O)CC1,-8,-9,1,-9,0,-0.1,6,-9,0.1
Cc1cccc(N2C(=O)NC(=O)/C(=C\c3ccc4c(c3)CCCN4Cc3ccccc3)C2=O)c1,-21,-7,-23,0,3,-0.1,-6,-6,-0.8
O=C(c1cn(Cc2ccccc2F)c2ncccc12)C(F)(F)F,2,1,-30,28,15,1.7,-8,-1,2.2
Clc1ccc2nc3c(c(-c4ccccc4)c2c1)CNCC3,5,-10,-14,-5,22,1.8,-10,-4,28
Cc1ccc(CN2C(=O)CN=C(c3ccccc3)c3ccccc32)cc1,3,-6,1,-1,4,-0.2,-5,-6,-0.4
O=C1NC(=O)N(c2ccc(Br)cc2)C(=O)/C1=C/c1ccsc1,-8,1,-1,5,2,0.9,0,-3,0.1
COC(=O)C1=C(c2ccc(OC(F)(F)F)cc2)C[C@@H]2CC[C@H]1N2C(=O)NCCO,26,-1,x,-21,1,-0.6,1,-1,0.0
CCCCn1c(=O)c(C(=O)Nc2ccsc2C(=O)OC)c(O)c2ccccc21,7,0,4,-1,1,0.0,7,-6,1.7
Cc1ccc2c(c1)C1CN(C)CCC1N2C(=O)Cc1cccs1 (stereo unspecified),0,x,16,x,2,0.1,0,-9,x
CNC(=O)NC(O)C(Cl)(Cl)Cl (stereo unspecified),-7,-2,13&8,16,2,1.1,1,0,-0.1
Cc1ccc(-n2c(/C=C/c3ccccc3)nc3ccccc3c2=O)cc1C,41,-13,-6,x,0,0.0,-6,-2,0.6
O=C(Cc1ccccc1)N1CCN(Cc2ccc(F)cc2)CC1,3,-3,2,4,-3,-0.1,-6,-4,1.1
Cc1nn(-c2ccccc2)c(Cl)c1C1C(C#N)=C(N)Oc2c1c(=O)oc1ccccc21 (stereo unspecified),0,0,-4,-8,6,1.4,-3,-5,0.6
COc1ccc(C(=O)C2CCCN(C3CSCCSC3)C2)c(OC)c1 (stereo unspecified),7,-15,-7,57*,24,0.4,-2,-9,1.3
Cc1ccc(S(=O)(=O)NC(CC(=O)N2CCC3(CC2)OCCO3)c2ccco2)cc1 (stereo unspecified),10,3,3,1,6,-1.0,6,-7,-1.2
COc1ccc(CC(=O)N2CCN(C)CC2)cc1,-4,3,-9,-14,4,0.5,-2,0,0.9
CCOc1ccc(Cl)cc1CNCCc1ccc(F)cc1,11,2,-19,5,10,0.0,-4,-1,0.5
COC(=O)C1=C(c2ccc(C(C)=O)cc2)C[C@@H]2CC[C@H]1N2C(=O)N1CCOCC1,-9,3,x,1,0,0.2,3,-3,-0.4
Cc1cc(=O)[nH]c(SCc2nc3ccccc3c(=O)n2-c2ccccc2C)n1,0,4,-16,-3,-1,-0.6,1,-1,0.5
CCN1C(=O)/C(=C/c2ccc3c(c2)CCN3CCCCl)C(=O)NC1=S,1,0,-14,5,4,0.1,-1,0,-0.1
CCCSc1nc2ccccc2c(=O)n1-c1ccccc1OC,8,4,u,x,1,-0.2,-7,0,-0.7
O=C(O)C1C2CCC(O2)C1C(=O)Nc1ccc(F)c(F)c1 (stereo unspecified),3,-11,2,-2,2,0.8,4,0,-0.7
O=c1c2ccccc2nc(-c2ccccc2F)n1-c1ccccc1,12,5,3,5,1,-0.4,5,-1,0.6
Cc1nn(Cc2ccccc2)c(Cl)c1C(=O)OCC(=O)Nc1cccc2ccccc12,6,17,7,-6,0,-0.2,-4,-3,-0.2
CCOc1ccc2nc(N3CCC(C(=O)N4CCC5(CC4)OCCO5)CC3)sc2c1,-6,-3,8,6,4,-0.2,16,-6,-0.4
COC(=O)CSC1=NP(=S)(SCC(=O)OC)N2CCCC2=C1C#N (stereo unspecified),-4,0,18,4,3,0.1,3,0,-0.1
O=C1/C(=C\c2cc3c(cc2Br)OCO3)N2CCC1CC2,16,-2,21,-4,6,-0.8,-2,1,-1.3

# Shown bar-delimited: part of the list above
SMILES | D1 antag | D2 potentiator | RXFP1 antagonist | D2 antagonist | D1 agonist | TRHR agonist | TRHR PAM | D1 PAM | D2 ag
CCOc1ccc(Cl)cc1CNCCc1ccc(F)cc1 | 11 | 2 | -19 | 5 | 10 | 0.0 | -4 | -1 | 0.5
COC(=O)C1=C(c2ccc(C(C)=O)cc2)C[C@@H]2CC[C@H]1N2C(=O)N1CCOCC1 | -9 | 3 | x | 1 | 0 | 0.2 | 3 | -3 | -0.4
Cc1cc(=O)[nH]c(SCc2nc3ccccc3c(=O)n2-c2ccccc2C)n1 | 0 | 4 | -16 | -3 | -1 | -0.6 | 1 | -1 | 0.5
CCN1C(=O)/C(=C/c2ccc3c(c2)CCN3CCCCl)C(=O)NC1=S | 1 | 0 | -14 | 5 | 4 | 0.1 | -1 | 0 | -0.1

# Remaining list, next part:
SMILES,D1 antag,D2 potentiator,RXFP1 antagonist,D2 antagonist,D1 agonist,TRHR agonist,TRHR PAM,D1 PAM,D2 ag
O=C1NC(=O)C(=Cc2ccc(N3CCN(C(=O)c4ccccc4)CC3)c([N+](=O)[O-])c2)C(=O)N1,-5,x,-75*,x,0,0.1,5,3,x
CCOCCc1c(O)[nH]c(=S)[nH]c1=O,-33*,x,-11,x,7,-0.2,0,-4,x
O=c1cccc2n1CC1CC2CN(c2ncnc3c2cnn3-c2ccccc2)C1 (stereo unspecified),-19,7,-6,-8,4,1.3,0,-2,-0.1
CC1CCC(C)(NS(=O)(=O)OCC(Cl)(Cl)Cl)CC1 (stereo unspecified),-3,3,x,-9,-1,0.5,3,-4,0.4
CCC(=NCCCn1ccnc1)c1c(O)n(-c2ccccc2)c(=O)[nH]c1=O,11,x,-11,x,1,0.6,11,-3,x
O=C(C(Cc1ccccc1)NS(=O)(=O)c1cccc2nsnc12)N1CCC2(CC1)OCCO2 (stereo unspecified),4,-8,7,-3,2,0.7,-3,-3,0.8
O=c1c2ccccc2nc(/C=C/c2ccc(F)cc2)n1-c1ccccn1,3,7,-8,-17,3,0.1,13,0,0.3
CCN(CC)CC(O)c1ccc(C2CCCC2)cc1 (stereo unspecified),-12,3,-9,-4,5,-1.1,-14,1,0.3
Fc1ccc(CNCCc2c[nH]c3ccccc23)cc1,-7,-15,-3,-17,12,1.9,2,-3,1.5
CCCCn1c(O)c(C(CC)=NCc2cc(OC)cc(OC)c2)c(=O)[nH]c1=O,-1,2,-3,-14,11,0.3,-2,0,0.2
CCOc1ccc(N2C(=O)/C(=C\c3cccs3)C(=O)NC2=S)cc1,-4,1,-34,-21,1,0.2,-6,-4,0.1
CC(C)COP(=O)(OCC(C)C)C(O)c1cccnc1 (stereo unspecified),-14,9,-12,2,0,0.3,8,-3,1.1
O=C(O)CN1C(=O)CN=C(c2ccccn2)c2cc(Cl)ccc21,22,4,-18,-32,5,0.5,8,-5,0.8
CN(C)C(=O)Oc1ccc2c(c1)O/C(=C\c1cccc([N+](=O)[O-])c1)C2=O,-13,11,11,-24,1,0.8,0,-6,-0.4
CC(=O)Nc1ccccc1OC(=O)N(C)C,9,-8,5,1,2,0.2,19,3,0.8
CC[N+]12CCC(CC1)C(C(O)(c1ccccc1)c1ccccc1)C2 (stereo unspecified),-1,-4,-4,10,0,0.7,-1,-8,1.4
COc1ccc(N2C(=O)/C(=C/c3ccco3)C(=O)NC2=S)cc1,-12,-4,4,-3,4,2.1,7,-5,0.7
Cn1c[n+](C)cc1C(O)c1ccccc1 (stereo unspecified),-27&1,5&7,-7&1,-12&-9,2&2,-0.3&-0.1,9&4,0&-2,-1.1&0.1
S=P(NC1CCCCC1)(N1CC1)N1CC1,-6,x,-2,x,2,-0.9,-6,-5,x
Cc1nc2ccccc2c(=O)n1-c1ccc(-c2ccccc2)cc1,-6,2,-17,-11,4,-0.6,0,0,-1.6
CN1CCC(N(C)c2nc(-c3ccccc3)nc3ccccc23)CC1,-7,-4,-9,-19,11,1.5,-3,-4,0.1
CCNC(=O)NC(=O)C(C)OC(=O)c1c(C)nn(Cc2ccccc2)c1Cl (stereo unspecified),6,1,-2,40*,2,0.0,9,-1,-0.5
